Bioassay records from PubChem.
Redox H2O2 prof = compounds producing H2O2 with reducing agent – biochemical, NIH compound library profiling, artefact control for MLSCN library redox annotation, primary screen; activation, % at 10 µM; DTT-dependent redox cycling H2O2, phenol red/HRP absorbance; 100% = 100 µM peroxide control, 0% = buffer; 200,000 compounds, 0.03% hits;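 active = activation of at least 50% relative to the plate's high and low controls in the primary single-dose screen; inactive = activation below 50%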;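 also: compound incubated with DTT at 0.8 mM final as the reducing agent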
Efa HMGR inh = inhibitors of class II HMG-CoA reductase from Enterococcus faecalis. purified E. faecalis HMGR, NADPH absorbance 340 nm kinetic. inhibition, % at 10 µM. 190,000 compounds, 0.41% hits;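 active = inhibition above a set limit, the median over all tested compounds plus 3 SD, cut at about 9.5% in these data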;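 also: enzyme runs in reverse so mevalonate oxidation gives rising NADPH absorbance; 0% = complete reaction with DMSO and 100% = background rate lacking mevalonate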
STAT3 blocker = inhibitors of IL-6 induced STAT3 signaling; U3A cells, IL-6 STAT3-luciferase reporter, luminescence; host cell line lacks STAT1; inhibition, % at 5.5 µM; 190,000 compounds, 0.89% hits; AID 862;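 active = inhibition above the mean inhibition across all screened compounds plus 3 SD, cut at about 44% in these data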;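 also: 0% = DMSO only wells and 100% = 100 µM nifuroxazide control wells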
STAT1 blocker = reduces IFN-gamma driven STAT1 reporter signal; NIH 3T3 STAT1-luciferase reporter, luminescence; inhibition, % at 5.5 µM; 200,000 compounds, 0.35% hits; AID 920;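 active = inhibition above a set limit, the mean inhibition across all tested compounds plus 3 SD, cut at about 34% in these data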;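 also: 0% = IFN-gamma with DMSO and 100% = IFN-gamma with 300 µM nifuroxazide; values of inactives mirror those of a sister screen read the other way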
NF-kB expr up = compounds increasing NF-kB expression in human neuronal cells. NF-kB reporter expression; hits give high values. 190,000 compounds, 1.6% hits. fold change at 12.5 µM; in the data active = fold change above about 3.3
Hsp70 act = transcriptional activators of Hsp70; HeLa Hsp70 promoter luciferase reporter, luminescence; scaled: vehicle 0, proteasome-inhibitor control 100%; 200,000 compounds, 0.04% hits; AID 1203; activation, % at 10 µM;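 active = activation above the mean across all tested compounds plus 3 SD, cutoff set per campaign, cut at about 5.5% in these data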;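 also: 100% = MG132 at 30 µM as the positive control and 0% = DMSO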
APP 5'UTR act = APP 5'UTR luciferase reporter activation. SH-SY5Y APP 5'UTR luciferase reporter, luminescence; zero percent = DMSO vehicle wells. 190,000 compounds, 1% hits. activation, % at 2 µM. AID 1276;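 active = activation above a set limit, based on mean plus 3 SD of controls, cut at about 140% in these data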; also: values of inactives mirror those of a sister screen read the other way
TLR4 MyD88 comp = TLR4-MyD88 interaction inhibition in cells | HeLa CL3-4 TLR4/MyD88 BLA complementation, FRET ratio | 200,000 compounds, 0.18% hits | inhibition, % at 8.4 µM | O00206+Q99836 | AID 861; in the data active = inhibition above about 25%;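 also: 0% = vehicle and 100% = reference inhibitor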
Target sequence (O00206 whole entry, looked up): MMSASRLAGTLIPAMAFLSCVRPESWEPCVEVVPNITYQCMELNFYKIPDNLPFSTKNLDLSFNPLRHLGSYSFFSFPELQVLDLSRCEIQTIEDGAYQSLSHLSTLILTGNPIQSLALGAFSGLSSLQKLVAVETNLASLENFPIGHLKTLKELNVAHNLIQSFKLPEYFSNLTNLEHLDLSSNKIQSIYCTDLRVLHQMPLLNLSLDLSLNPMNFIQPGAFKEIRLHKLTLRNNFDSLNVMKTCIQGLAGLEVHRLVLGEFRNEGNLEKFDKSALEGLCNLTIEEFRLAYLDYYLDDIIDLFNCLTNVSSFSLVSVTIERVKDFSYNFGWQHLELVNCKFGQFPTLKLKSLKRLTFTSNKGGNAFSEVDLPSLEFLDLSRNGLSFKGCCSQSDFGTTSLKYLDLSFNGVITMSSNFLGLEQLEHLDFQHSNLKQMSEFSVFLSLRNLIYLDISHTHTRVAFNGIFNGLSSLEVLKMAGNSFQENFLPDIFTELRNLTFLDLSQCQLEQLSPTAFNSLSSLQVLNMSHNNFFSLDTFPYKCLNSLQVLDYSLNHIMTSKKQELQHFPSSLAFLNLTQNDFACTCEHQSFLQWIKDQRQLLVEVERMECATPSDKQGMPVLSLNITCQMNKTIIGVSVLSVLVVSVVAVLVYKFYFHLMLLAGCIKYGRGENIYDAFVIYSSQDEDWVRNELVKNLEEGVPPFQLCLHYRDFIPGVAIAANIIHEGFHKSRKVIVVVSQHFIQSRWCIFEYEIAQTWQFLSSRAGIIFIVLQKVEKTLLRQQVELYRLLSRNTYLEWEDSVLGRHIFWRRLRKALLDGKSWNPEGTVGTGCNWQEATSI
Target sequence (Q99836 whole entry, looked up): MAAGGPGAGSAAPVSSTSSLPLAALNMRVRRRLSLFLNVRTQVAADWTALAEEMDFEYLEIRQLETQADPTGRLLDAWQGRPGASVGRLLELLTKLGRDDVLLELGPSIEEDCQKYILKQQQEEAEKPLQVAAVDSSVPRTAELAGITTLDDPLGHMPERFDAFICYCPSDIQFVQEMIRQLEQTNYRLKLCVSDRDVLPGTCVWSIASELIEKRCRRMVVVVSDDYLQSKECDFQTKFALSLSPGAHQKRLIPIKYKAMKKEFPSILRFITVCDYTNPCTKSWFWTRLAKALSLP
STAT1 act = activators of IFN-gamma induced STAT1 signaling; NIH 3T3 STAT1-luciferase reporter, luminescence; 100% = IFN-gamma alone, no compound; activation (% of control), % at 5.5 µM; 200,000 compounds, 2.6% hits; AID 932;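 active = activation above the screen-wide mean activation plus 3 SD, cut at about 130% in these data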;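 also: raw ratio to IFN-gamma control signal so 100% means no change and 0% no light; values of inactives mirror those of a sister screen read the other way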
STAT3 act = increases IL-6 driven STAT3 reporter signal | U3A cells, IL-6 STAT3-luciferase reporter, luminescence; 100% = signal with IL-6 EC80 alone | activation (% of control), % at 5.6 µM | 190,000 compounds, 0.91% hits | AID 871;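 active = activation above the screen-wide mean of compound activation plus 3 SD, cut at about 130% in these data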;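 also: 0% = background luminescence of wells with medium and substrate only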
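Material: human STAT1-deficient U3A cells with stable STAT3-luciferase reporter / Probe or stimulus: IL-6 stimulus at 33 ng/mL final / Schedule: 1 h compound pre-exposure, 6 h IL-6 stimulation, 37 °C / Technique: luminescence / Read-out basis: percent of IL-6-only median luminescence / Control set: IL-6-only high control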
An asterisk follows results filed as active; . = no result given.

SMILES | Redox H2O2 prof | Efa HMGR inh | STAT3 blocker | STAT1 blocker | NF-kB expr up | Hsp70 act | APP 5'UTR act | TLR4 MyD88 comp | STAT1 act | STAT3 act
Cc1ccccc1C(=O)N/N=C/c1ccc(OCC(=O)N2CCCCC2)cc1 | -3.8 | -1 | 3 | -1 | 2.9 | -0.1 | -7 | 7 | 101 | 102
COC(=O)N/N=C/c1ccc(Oc2ccccc2)cc1 | -0.1 | -3 | 1 | -16 | 1.1 | 0.2 | 37 | 5 | 113 | 106
CC(=O)c1cccc(S(=O)(=O)N(C)C2CCN(C)CC2)c1 | -0.4 | 0 | 7 | 4 | 1 | -0.3 | 12 | -13 | 96 | 96
N#CC1=C(N)OC2=C(C(=O)CCC2)C1c1ccc(OC(=O)N2CCOCC2)cc1 (stereo not drawn) | -1.5 | 1 | -3 | 1 | 0.97 | -0.1 | -3 | 5 | 100 | 106
O=C(CC1C(=O)NCCN1Cc1ccc(-c2ccccc2)cc1)NCc1ccncc1 (stereo not drawn) | -0.1 | 0 | 10 | 8 | 0.95 | -0.1 | -10 | 12 | 92 | 96
Cc1cc(C)n2nc(C(=O)NCc3ccco3)cc2n1 | -1.4 | 1 | 13 | -8 | 1.7 | -0.1 | 6 | 11 | 105 | 92
CCOc1ccccc1NC(=O)Cn1nnc(C(=O)Nc2ccc(C)cc2)c1N | 1.3 | 1 | 4 | -2 | 1.2 | 0.1 | 1 | 0 | 102 | 100
CCOC(=O)Cn1c2c(c(-c3ccccc3OC)cc1=O)CCCC2 | -0.5 | 5 | -1 | 13 | 1.1 | 0.1 | -3 | -3 | 88 | 104
O=C(N[C@@H](Cc1ccccc1)C(=O)OCc1ccccc1)c1nc[nH]c1C(=O)NC(c1ccccc1)c1ccccc1 | 0.5 | -2 | . | 1 | 0.61 | -0.3 | -2 | -10 | 100 | .
OCc1ccccc1N=c1ssnc1Cl | 0.1 | 3 | -15 | 11 | 1.1 | -0.2 | 16 | 13 | 90 | 117
O=C(N/N=C/c1ccc(F)cc1)c1ccccc1 | -0.4 | -3 | 5 | -32 | 2.6 | 0.2 | 66 | -15 | 129* | 97
O=C(CN1CCOCC1)N/N=C/c1ccc(C(=O)O)cc1 | -1.4 | -3 | -5 | -14 | 1.5 | 0.5 | 36 | 6 | 112 | 108
CNCC(=O)N1CCN(c2ncc(C(F)(F)F)cc2Cl)CC1 | -1.1 | 0 | -6 | -8 | 0.92 | 0.0 | 8 | -14 | 107 | 107
CC(C)CCNC(=O)C(c1ccncc1)N(C(=O)Cn1nnc(-c2ccc(F)cc2)n1)c1ccccc1F (stereo not drawn) | -3.3 | 2 | 0 | 6 | 0.96 | -0.5 | -9 | 0 | 92 | 101
O=C(Nc1cccn(Cc2cccc(F)c2)c1=O)NC1CCCCC1 | -0.9 | -5 | 13 | 9 | 0.96 | 0.1 | -8 | 4 | 91 | 95
COc1cc(/C=N/NC(=O)CNc2n[nH]c(=O)[nH]c2=O)ccc1O | -0.2 | -6 | 21 | -6 | 0.93 | -0.3 | -15 | -2 | 105 | 84
O=C1CCC2=C(CCCC2=O)N1 | -0.8 | -2 | 5 | 3 | 0.94 | 0.4 | 17 | -6 | 95 | 98
O=C(COc1ccc(/C=N/NS(=O)(=O)c2ccccc2)cc1)N1CCOCC1 | -0.6 | -1 | 0 | 8 | 0.97 | -0.3 | -6 | -3 | 91 | 103
Nc1nnc(SCC(=O)NN2C(=O)NC3(CCCCC3)C2=O)s1 | . | 1 | 8 | -8 | 1.2 | -0.3 | -2 | -2 | 107 | 93
CCOC(=O)C1(CCCc2ccccc2)CCN(C2CCSCC2)CC1 | 0.4 | 0 | -4 | 8 | 0.83 | -0.3 | 19 | 6 | 92 | 108
CCSc1nc(N)c(C#N)c(-c2ccco2)c1C#N | 0.8 | 1 | 13 | -4 | 1.5 | -0.1 | -10 | -17 | 104 | 92
COc1cc(OC)cc(-c2nc3nc(C)c(CCC(=O)NCC(OC)OC)c(C)n3n2)c1 | -0.5 | -1 | 6 | -8 | 0.75 | -0.3 | -10 | 9 | 105 | 101
CCc1ccc(NC(=O)c2cc(C(C)C)on2)cc1 | 0.6 | 2 | 48* | -23 | 8* | 0.8 | 137* | -16 | 121 | 65
O=C(NCC#CCOCc1ccccc1)c1ccccc1 | 0.1 | -6 | -6 | -7 | 1.4 | -0.3 | 15 | -13 | 107 | 102
COCCCNC(=S)NNC(=O)c1cccnc1 | -0.6 | -2 | 9 | 8 | 1 | -0.3 | -13 | -2 | 93 | 97

Next section.
SMILES | Redox H2O2 prof | Efa HMGR inh | STAT3 blocker | STAT1 blocker | NF-kB expr up | Hsp70 act | APP 5'UTR act | TLR4 MyD88 comp | STAT1 act | STAT3 act
Cc1ccn2c(CNCC3OCCc4ccccc43)c(C(=O)N3CCCCCC3)nc2c1 (stereo not drawn) | -0.8 | -2 | 6 | 2 | . | -0.3 | -3 | -9 | 97 | 99
COc1cccc(NC(=O)Nc2nnc(-c3ccccc3SCc3ccccc3)s2)c1 | -0.8 | -2 | 5 | 10 | 1 | -0.4 | 14 | 6 | 90 | 101
O=C(CSc1n[nH]c(-c2ccncc2)n1)c1ccccc1 | 1.3 | 1 | 8 | -1 | 1.1 | 0.4 | 5 | -1 | 101 | 96
Cc1cc(NC(=O)CCC(=O)N(Cc2ccco2)C(C(=O)NC2CCCC2)c2ccccc2C)no1 (stereo not drawn) | 5.2 | 0 | 12 | 3 | 0.74 | -0.3 | 19 | -11 | 97 | 93
COC(=O)c1[nH]c2cccc(OC)c2c1NC(=O)CCN1CC(C)CC(C)C1 (stereo not drawn) | -0.1 | -2 | 11 | 2 | 0.73 | -0.3 | -2 | -3 | 98 | 97
CC(C)(C)NC(=O)c1sccc1C(=O)O | -1.7 | -2 | 3 | 0 | 1 | 0.1 | -10 | -3 | 100 | 100
CC(C)Oc1cc(O)c2c(=O)c(-c3ccc(O)cc3)coc2c1 | -0.6 | -4 | 17 | -34 | 9* | -0.1 | 164* | -17 | 128 | 85
O=C(Nc1ccccn1)c1ccc(Cl)c([N+](=O)[O-])c1 | 0.0 | -2 | 24 | 4 | 1.4 | 0.1 | 11 | 3 | 95 | 81
COc1ccc(-c2cc(C(F)(F)F)n3nc(C(=O)N4CCOCC4)c(Cl)c3n2)cc1 | 2.1 | -3 | 20 | -2 | 0.89 | -0.3 | 6 | -5 | 102 | 85
Clc1ccccc1/C=N/NC1=Nc2cccc3cccc1c23 | 2.1 | -5 | -67 | -90 | 0.67 | -0.1 | 171* | 14 | 180* | 159*
CNc1nc(C)c(C(=O)OCC(=O)OC)s1 | -2.3 | 1 | 0 | -9 | 1.3 | -0.3 | -8 | 6 | 110 | 106
CCOC(=O)c1cnc(SCC(=O)NCc2cccs2)nc1N | -0.5 | 2 | 6 | 4 | 1 | -0.4 | 10 | -2 | 94 | 99
Clc1ccc(-c2noc(COc3ccccc3)n2)cc1 | 0.2 | 0 | 8 | -9 | 1.7 | -0.2 | 69 | -9 | 107 | 99
O=C(CON=C1c2ccccc2-c2ccccc21)NC12CC3CC(CC(C3)C1)C2 | 1.2 | -5 | 7 | -4 | 1.2 | -0.4 | -11 | -13 | 104 | 94
CN(C)S(=O)(=O)c1cccc(-c2nnc(SCC(=O)NCCCCCC(=O)O)n2-c2ccc(F)cc2)c1 | -0.6 | -9 | -5 | -4 | 0.94 | 0.1 | 9 | 1 | 104 | 105
C[n+]1c2n(c3ccccc31)N=C(c1ccc(Br)cc1)CS2 | -1.2 | 1 | -35 | 24 | 2.1 | -0.4 | 16 | 6 | 78 | 136*
CC1CCN(C(=O)COC(=O)[C@H](C)NS(=O)(=O)/C=C/c2ccccc2)CC1 | 0.3 | -6 | 1 | 0 | 1 | -0.1 | 14 | 0 | 100 | 103
Clc1ccc(-c2cc3ccccc3[nH]2)cc1 | 1.5 | 1 | 1 | -34 | 2.8 | 0.0 | 50 | 1 | 131* | 108
CCc1ccccc1NC(=O)CSc1ccsc1[N+](=O)[O-] | 0.2 | -6 | -3 | -3 | 1 | -0.4 | 15 | -1 | 103 | 102

Single values from above:
Reading of C[n+]1c2n(c3ccccc31)N=C(c1ccc(Br)cc1)CS2 in Efa HMGR inh: 1
Reading of CC(C)(C)NC(=O)c1sccc1C(=O)O in STAT3 blocker: 3
Reading of Clc1ccccc1/C=N/NC1=Nc2cccc3cccc1c23 in Efa HMGR inh: -5

4 compounds already listed, arranged by number of heavy atoms, low to high:
SMILES | Redox H2O2 prof | Efa HMGR inh | STAT3 blocker | STAT1 blocker | NF-kB expr up | Hsp70 act | APP 5'UTR act | TLR4 MyD88 comp | STAT1 act | STAT3 act
Clc1ccc(-c2noc(COc3ccccc3)n2)cc1 | 0.2 | 0 | 8 | -9 | 1.7 | -0.2 | 69 | -9 | 107 | 99
COC(=O)c1[nH]c2cccc(OC)c2c1NC(=O)CCN1CC(C)CC(C)C1 (stereo not drawn) | -0.1 | -2 | 11 | 2 | 0.73 | -0.3 | -2 | -3 | 98 | 97
O=C(CON=C1c2ccccc2-c2ccccc21)NC12CC3CC(CC(C3)C1)C2 | 1.2 | -5 | 7 | -4 | 1.2 | -0.4 | -11 | -13 | 104 | 94
COc1ccc(-c2cc(C(F)(F)F)n3nc(C(=O)N4CCOCC4)c(Cl)c3n2)cc1 | 2.1 | -3 | 20 | -2 | 0.89 | -0.3 | 6 | -5 | 102 | 85

Random excerpt: 2 records from the list
SMILES | Redox H2O2 prof | Efa HMGR inh | STAT3 blocker | STAT1 blocker | NF-kB expr up | Hsp70 act | APP 5'UTR act | TLR4 MyD88 comp | STAT1 act | STAT3 act
O=C(CON=C1c2ccccc2-c2ccccc21)NC12CC3CC(CC(C3)C1)C2 | 1.2 | -5 | 7 | -4 | 1.2 | -0.4 | -11 | -13 | 104 | 94
COC(=O)c1[nH]c2cccc(OC)c2c1NC(=O)CCN1CC(C)CC(C)C1 (stereo not drawn) | -0.1 | -2 | 11 | 2 | 0.73 | -0.3 | -2 | -3 | 98 | 97
